FBA Mtb inh: Mtb fructose-bisphosphate aldolase inhibition. P9WQA3. inhibition, % at 1 µM. 360,000 tested, 2.3% active. AID 588726. purified M. tuberculosis FBA, fluorescence read-out; in the data active = inhibition above about 27%;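 also: 0% = vehicle and 100% = reference inhibitor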
BoNT A protease: blocks Botulinum neurotoxin A light chain protease | inhibition, % at 10 µM | 360,000 tested, 0.17% active | multiplex microsphere protease substrate cleavage, flow cytometry; also: plate controls were buffer without enzyme for full effect and enzyme alone for no effect
FadD28 binding: blocks FadD28 binding to the bisubstrate probe; fluorescence polarization; inhibition, % at 12.5 µM; 360,000 tested, 0.22% active; AID 588549; in the data active = inhibition above about 8.5%, passing the limit was not always enough; inconclusive = no clear call, values can overlap the other calls
GDH-TPI inh: inhibits GDH-TPI coupling enzymes, artifact for Mtb FBA screen. 360,000 tested, 1.2% active. inhibition, % at 4.8 µM. GDH-TPI coupled enzyme counterscreen, NADH absorbance; in the data active = inhibition above about 30%;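 also: 0% = DMSO wells and 100% = wells lacking the enzyme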
BoNT-F LC inh: BoNT F light chain protease inhibition; 360,000 tested, 0.22% active; Multiplex microsphere protease cleavage assay, flow cytometry; AID 588497; inhibition, % at 10 µM; in the data active = inhibition above about 35%, passing the limit was not always enough; inconclusive = no clear call, values can overlap the other calls; also: plate controls were buffer without enzyme for full effect and enzyme alone for no effect
Anthrax LF inh2: anthrax lethal factor protease inhibition; P15917; multiplex microsphere protease cleavage assay, LF; inhibition, % at 10 µM; 360,000 tested, 0.12% active; also: plate controls were buffer without enzyme for full effect and enzyme alone for no effect
Target sequence (P15917 whole entry, looked up): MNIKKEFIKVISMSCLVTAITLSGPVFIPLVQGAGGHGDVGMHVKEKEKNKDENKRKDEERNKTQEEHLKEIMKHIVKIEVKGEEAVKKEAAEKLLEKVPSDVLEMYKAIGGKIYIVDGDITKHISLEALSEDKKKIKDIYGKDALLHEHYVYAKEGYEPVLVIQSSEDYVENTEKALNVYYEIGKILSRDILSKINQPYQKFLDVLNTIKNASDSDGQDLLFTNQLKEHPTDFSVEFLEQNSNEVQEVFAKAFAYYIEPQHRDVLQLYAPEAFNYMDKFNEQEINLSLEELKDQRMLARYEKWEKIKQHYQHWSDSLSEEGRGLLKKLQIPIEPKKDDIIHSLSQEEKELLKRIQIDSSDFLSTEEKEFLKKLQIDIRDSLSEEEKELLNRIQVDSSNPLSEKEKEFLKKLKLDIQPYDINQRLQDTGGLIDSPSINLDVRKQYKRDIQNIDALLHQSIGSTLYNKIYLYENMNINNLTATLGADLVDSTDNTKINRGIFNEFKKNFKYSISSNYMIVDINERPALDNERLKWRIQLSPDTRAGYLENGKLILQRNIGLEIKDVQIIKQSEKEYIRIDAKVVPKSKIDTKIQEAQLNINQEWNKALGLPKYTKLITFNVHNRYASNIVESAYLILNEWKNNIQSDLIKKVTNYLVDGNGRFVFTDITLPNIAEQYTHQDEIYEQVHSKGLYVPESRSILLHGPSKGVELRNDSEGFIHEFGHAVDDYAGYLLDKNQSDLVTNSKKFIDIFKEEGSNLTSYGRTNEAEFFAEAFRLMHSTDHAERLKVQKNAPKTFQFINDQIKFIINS
Mtb BioA inh: blocks M. tuberculosis BioA enzyme activity. purified M. tuberculosis BioA enzyme, plate reader. inhibition, % at 9.99 µM. 360,000 tested, 0.096% active. AID 602481; in the data active = inhibition above about 40%; inconclusive = no clear call, values can overlap the other calls
Mtb UGM inh: Mtb UDP-galactopyranose mutase inhibition | AID 504406 | P9WIQ1 | 320,000 tested, 0.06% active | inhibition, % at 10 µM | purified UGM, fluorescence polarization probe displacement; in the data active = inhibition above about 10%, passing the limit was not always enough; inconclusive = no clear call, values can overlap the other calls
PfHsp40 yeast: restores yeast growth despite PfHsp40 toxicity. S. cerevisiae expressing PfHsp40, growth rescue, ATP luminescence. growth rescue, % at 12.5 µM. 340,000 tested, 0.68% active; in the data active = growth rescue above about 28%, passing the limit was not always enough; inconclusive = no clear call, values can overlap the other calls;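 also: yeast W303a lacking pdr1 and pdr3 grown in galactose medium; growth measured after three days at 30 °C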
* hit, by the source's call; ? = inconclusive; / = not tested or not shown; & = joins results of further samples. Rule as the data show it, unless noted: active = inhibition above about 30%; inconclusive = no clear call, values can overlap the other calls; inactive = below that. The order is random; overall some 4.7% were active at least once.

SMILES | FBA Mtb inh | BoNT A protease | FadD28 binding | GDH-TPI inh | BoNT-F LC inh | Anthrax LF inh2 | Mtb BioA inh | Mtb UGM inh | PfHsp40 yeast
CN1CC(=O)N(CC(=O)N2CCC(Cc3ccccc3)CC2)C1=O | 3 | 0.0 | -0.6 | -9 | 6 | -3 | 1.2 | 1.2 | 1.5
O=c1ccc(-c2ccc(S(=O)(=O)Nc3ccccc3)o2)n[nH]1 | 2 | -0.5 | -1.8 | 10 | -5 | -1 | -1.8 | 0.4 | -0.9
COc1ccc(OC)c(C(=O)N(C)C2CCCN(Cc3ccccc3F)C2)c1 (stereo unspecified) | 4 | 2.2 | 1.0 | -14 | ? | 1 | 0.1 | -2.7 | 1.0
Cc1cccc(Cn2nc(C)cc2NC(=O)Cn2cc([N+](=O)[O-])cn2)c1 | 1 | -0.1 | -2.0 | -1 | -5 | -6 | -1.8 | -0.6 | 0.6
Cc1ccccc1NC(=S)NC1CC2CCC(C1)N2Cc1ccco1 (stereo unspecified) | -2 | -0.9 | -3.4 | 0 | -5 | -2 | -2.9 | -1.3 | -0.2
COc1ccc(-c2noc(-c3ccccc3C(=O)Nc3cccnc3)n2)cc1OC | -2 | 0.9 | -0.4 | -6 | 0 | -2 | -2.1 | -0.9 | -0.5
CCOc1ccc(NC(=O)CSc2n[nH]c(=O)n2-c2ccccc2)cc1 | 0 | 0.1 | -0.5 | 4 | -2 | -2 | -0.6 | -0.4 | 1.6
CCOc1ccc(-n2c(SC)nc3c(c2=O)SCC3)cc1 | 2 | -0.4 | -0.4 | 14 | 7 | -2 | -0.2 | 0.8 | -0.7
C[C@H](CO)N1C[C@H](C)[C@@H](CN(C)Cc2ccccc2)Oc2c(NS(=O)(=O)c3ccc(F)cc3)cccc2C1=O | 1 | -0.1 | -2.5 | 4 | -4 | 7 | -2.3&0.8 | 1.7 | -0.1
CC(CNC(=O)c1ccc(C(C)(C)C)cc1)CN(C)C (stereo unspecified) | 3 | -1.3 | -1.7 | 2 | -2 | -1 | -0.2 | -1.5 | 0.6
Cc1[nH]c2ccccc2c(=O)c1CNCc1ccccc1 | 1 | 0.2 | -9.8 | 15 | -1 | -2 | / | / | /
COc1ccc(CCN(CC(=O)NC2CCCC2)C(=O)CCC(=O)Nc2cc(C)on2)cc1OC | 1 | 0.9 | -3.3 | 5 | -4 | -3 | -0.3 | 2.8 | 0.0
COc1ccc(/C=C/C(=O)Nc2cccnc2Cl)cc1 | 1 | 2.3 | -1.4 | 31* | 9 | 9 | / | 1.7 | -0.4
O=c1[nH]c2ccccc2n1CCCOc1ccccc1 | -5 | -0.6 | -1.9 | 8 | 5 | 0 | -3.8 | -3.5 | 0.8
Cc1cc(C)c(NC(=O)CN)c(C)c1 | -3 | -0.7 | -2.8 | 13 | 1 | 1 | / | 2.3 | -1.4
CC1CCCC(N2CCN(C(=O)c3cccc(F)c3)CC2)C1 (stereo unspecified) | -4 | -1.2 | -1.8 | 9 | -5 | -4 | / | 2.4 | -1.2
O=[N+]([O-])c1ccc(Nc2ccccc2F)nc1 | -2 | 0.2 | -5.0 | 9 | -2 | -4 | / | 4.0 | 3.3
Cc1sc2nc(CN(Cc3cccs3)C(=O)NC3CCCCC3)[nH]c(=O)c2c1C | 7 | -1.2 | -2.1 | 7 | -28 | -1 | -0.1 | 0.3 | 2.7
COc1ccccc1NC(=O)NNC(=O)c1ccc2c(c1)NC(=O)C(C)(C)O2 | 2 | 0.2 | -2.3 | 8 | -21 | 6 | -0.4 | 0.9 | -1.4
C=C(C)CSc1nc(N)cc(=O)[nH]1 | 1 | -0.1 | -0.6 | -2 | -2 | -1 | 0.5 | 1.5 | 0.2
Cc1cc(C(=O)COc2ccccc2Cl)c(C)n1-c1ccc2c(c1)OCO2 | -6 | -0.5 | -3.9 | -7 | -2 | 0 | / | -1.4 | -1.6
CCOC(=O)NC(c1cccc(Cl)c1)C1CCCCCC1=O (stereo unspecified) | -4 | 1.3 | -7.7 | -3 | ? | 2 | -0.4 | -0.5 | 1.8
COc1ccc(NC(=O)c2cc3n(n2)C(C(F)(F)F)CC(c2ccco2)N3)cc1 (stereo unspecified) | 2 | -1.1 | 0.7 | 15 | -6 | -1 | 0.2 | -0.2 | -0.2
Cc1cccc(NC(=O)CSc2nnc(-c3ccco3)o2)c1C | 0 | -1.4 | 1.6 | -2 | 0 | -2 | -0.6 | -2.6 | -0.8
O=S(=O)(NCC(O)c1ccccc1)c1cc(Cl)sc1Cl (stereo unspecified) | -3 | -1.0 | -5.5 | 7 | 0 | 2 | 0.7 | 0.6 | 0.7

Entries above containing a thiophene ring, fused or not (two):
SMILES | FBA Mtb inh | BoNT A protease | FadD28 binding | GDH-TPI inh | BoNT-F LC inh | Anthrax LF inh2 | Mtb BioA inh | Mtb UGM inh | PfHsp40 yeast
Cc1sc2nc(CN(Cc3cccs3)C(=O)NC3CCCCC3)[nH]c(=O)c2c1C | 7 | -1.2 | -2.1 | 7 | -28 | -1 | -0.1 | 0.3 | 2.7
O=S(=O)(NCC(O)c1ccccc1)c1cc(Cl)sc1Cl (stereo unspecified) | -3 | -1.0 | -5.5 | 7 | 0 | 2 | 0.7 | 0.6 | 0.7

The main list resumes; the four compounds before the break are reprinted first.
SMILES | FBA Mtb inh | BoNT A protease | FadD28 binding | GDH-TPI inh | BoNT-F LC inh | Anthrax LF inh2 | Mtb BioA inh | Mtb UGM inh | PfHsp40 yeast
CCOC(=O)NC(c1cccc(Cl)c1)C1CCCCCC1=O (stereo unspecified) | -4 | 1.3 | -7.7 | -3 | ? | 2 | -0.4 | -0.5 | 1.8
COc1ccc(NC(=O)c2cc3n(n2)C(C(F)(F)F)CC(c2ccco2)N3)cc1 (stereo unspecified) | 2 | -1.1 | 0.7 | 15 | -6 | -1 | 0.2 | -0.2 | -0.2
Cc1cccc(NC(=O)CSc2nnc(-c3ccco3)o2)c1C | 0 | -1.4 | 1.6 | -2 | 0 | -2 | -0.6 | -2.6 | -0.8
O=S(=O)(NCC(O)c1ccccc1)c1cc(Cl)sc1Cl (stereo unspecified) | -3 | -1.0 | -5.5 | 7 | 0 | 2 | 0.7 | 0.6 | 0.7
O=C(NCc1ccc2c(c1)OCO2)C1CC(=O)N(CCc2ccc(F)cc2)C1 (stereo unspecified) | -1 | -0.6 | -0.1 | -2 | 3 | 1 | 0.3 | -0.6 | 0.1
CC(C)CC(=O)Nc1cc(C(F)(F)F)ccc1N1CCOCC1 | -1 | -0.3 | -2.7 | -5 | 1 | 4 | / | -1.0 | -0.8
Cn1c(=O)[nH]c(=O)c2c1nc(N1CCCCCC1)n2CC(N)=O | 0 | -0.2 | -0.9 | -3 | 2 | 0 | -0.6 | 3.9 | 0.5
O=C(CN1C(=O)C2CC=CCC2C1=O)Nc1nnc(C2CC2)s1 (stereo unspecified) | 10 | -0.2 | 0.1 | 3 | 5 | 2 | -1.7 | -0.5 | -0.3
Cc1cc(NCC2CCCCC2)nc2ccccc12 | 4 | 0.7 | -3.8 | 1 | 5 | 0 | 5.0 | -2.5 | -1.1
O=C(Nc1ccc(F)c(Cl)c1)c1ccc2c(c1)OCO2 | 0 | 0.7 | -5.3 | 2 | -20 | 2 | 2.5 | 0.0 | -0.6
CCOC(=O)CC(SP1(=S)OCC2(CCCCO2)C(C2CCCCO2)O1)C(=O)OCC (stereo unspecified) | 1 | 0.3 | 1.2 | 6 | -4 | -4 | 2.6 | / | 0.5
CCOC(=O)Nc1cc(OCC)c(NC(=O)C2CC2)cc1OCC | -4 | 0.6 | -1.5 | -4 | 2 | 1 | -0.7 | -0.2 | -1.1
O=C(NCCS(=O)(=O)N1CCN(c2ccccc2)CC1)c1ccco1 | 4 | -0.9 | -1.0 | 6 | -3 | -3 | -1.7 | 1.2 | 0.4
CCCCCc1cc(=O)oc2c(C(CCN3CCN(c4ccccc4)CC3)c3ccc(N(C)C)cc3)c(OC)cc(OC)c12 (stereo unspecified) | -3 | -0.8 | -0.8 | 16 | -12 | -13 | -1.4 | -0.8 | 0.7
NC(=O)CCn1c(C(=O)c2ccc(Cl)cc2)c2ccccc2[n+]1[O-] | -3 | -0.4 | 0.4 | 4 | -9 | -5 | 1.4 | -4.6 | -0.7
c1ccc(OCCCn2nnc(-c3cccnc3)n2)cc1 | 3 | 1.0 | 0.5 | 3 | 10 | 1 | 21 | 2.1 | 1.2
CN(C)C(=O)Oc1ccc(-c2nnco2)cc1 | -3 | -0.5 | -3.7 | -2 | -3 | -8 | 1.6 | 0.9 | 0.6
C=C1CCN(c2ccc(C(=O)NCc3ccc(C)cc3)cc2[N+](=O)[O-])CC1 | -3 | 0.5 | 0.8 | 5 | 2 | -11 | 0.7 | -4.8 | 0.3
CC1CCN(C(=O)CSc2nncn2-c2ccccn2)CC1 | 2 | -0.6 | -0.5 | 1 | -4 | -10 | -0.9 | 0.1 | 10
C=CCN1C(=O)CN=C1Nc1cccc(C)c1 | 0 | -0.5 | -2.4 | -3 | 5 | -1 | -1.7 | 0.1 | 0.3
O=C(CN1C(=O)S/C(=C\c2ccc(Cl)cc2)C1=O)NC1C=CS(=O)(=O)C1 (stereo unspecified) | 2 | 1.0 | 0.5 | 28 | -2 | -1 | -1.6 | 3.7 | -0.1
O=C(NCCc1ccccc1)c1oc2ccccc2c1COc1ccccc1 | -1 | -2.8 | -2.3 | 4 | -23 | -3 | -0.2 | 2.3 | 1.4
COc1ccc(-c2noc(CCC(N)=O)n2)cc1OC | 1 | ? | -2.6 | -1 | -8 | -4 | 1.3 | -3.6 | -0.5
O=C(NCCc1ccc(Cl)cc1Cl)C1=CC=CN2CCS(=O)(=O)N=C12 | 27* | -43 | -2.2 | 8 | -67 | -10 | -1.5 | -0.8 | 0.6
Cc1nc2cc3c(=O)n(C)cnc3cc2n1Cc1ccccc1 | 3 | 0.0 | 0.9 | 13 | -2 | 5 | 1.6 | / | /
CCCOc1ccccc1OCC(=O)Nc1ccc(S(=O)(=O)N2CCCCC2)cc1 | -3 | 2.2 | -0.2 | -11 | 1 | 6 | -0.7 | -2.9 | 2.9
Cn1cnc(C(=O)NCc2ccc(CNC(=O)OC(C)(C)C)cc2)c1C(=O)NCc1ccc(CNC(=O)OC(C)(C)C)cc1 | -3 | -0.6 | -4.0 | -1 | -12 | 4 | -1.2 | -0.7 | 1.9
O=C(NCc1nnc(SCC(=O)N2CCC(Cc3ccccc3)CC2)o1)c1ccco1 | -1 | -2.0 | -4.7 | 5 | -2 | -4 | / | 0.1 | 0.6
CCCN1Cc2cccc(C(=O)Nc3ccc4c(c3)OCCO4)c2C1=O | 1 | -0.6 | -5.0 | -6 | -4 | -5 | -0.7 | 0.9 | -1.4
COc1ccccc1N1CCN(S(=O)(=O)c2ccc3c(c2)n(C)c(=O)n3C)CC1 | -2 | 1.1 | 2.1 | -2 | 0 | -3 | / | -2.9 | -0.5
CCCSc1nsc(NC(=O)C(c2ccccc2)c2ccccc2)n1 | -4 | -0.7 | 0.2 | -5 | 2 | -1 | -1.0 | -1.9 | 1.0
O=S(=O)(c1ccccc1F)N1CCN(Cc2nc3ccccc3[nH]2)CC1 | 1 | -0.1 | -1.3 | -3 | 7 | -5 | 0.3 | 2.0 | -0.4
COc1ccc(CCNC(=O)COC(=O)c2ccco2)cc1OC | -11 | 0.6 | -4.5 | -11 | 10 | 4 | 12 | -0.7 | 0.2
CC1(C(=O)Nc2ccc(Cl)c(C(F)(F)F)c2)Cc2c(-c3ccccc3)ccnc2O1 (stereo unspecified) | -1 | -0.1 | -3.0 | -2 | -7 | 0 | -0.8 | / | /

Screening results: PubChem BioAssay, several laboratories
